OX1R antag-1: OX1R (HCRTR1) antagonists, primary screen, fluorescence, CHO/OX1R cells, Fluo-8 calcium, orexin A. Fluo-8 calcium fluorescence. inhibition, % at 5 µM. 330,000 tested, 0.43% active. AID 434989, 2010;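 active means inhibition above its plate's threshold, mean inhibition of all tested compounds on the plate plus 3 SD, cut at about 37% in these data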;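 further: 0% = orexin A challenge wells and 100% = SB-334867-A antagonist wells; not every result past the cut was called active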
Target sequence (O43613 whole entry, looked up): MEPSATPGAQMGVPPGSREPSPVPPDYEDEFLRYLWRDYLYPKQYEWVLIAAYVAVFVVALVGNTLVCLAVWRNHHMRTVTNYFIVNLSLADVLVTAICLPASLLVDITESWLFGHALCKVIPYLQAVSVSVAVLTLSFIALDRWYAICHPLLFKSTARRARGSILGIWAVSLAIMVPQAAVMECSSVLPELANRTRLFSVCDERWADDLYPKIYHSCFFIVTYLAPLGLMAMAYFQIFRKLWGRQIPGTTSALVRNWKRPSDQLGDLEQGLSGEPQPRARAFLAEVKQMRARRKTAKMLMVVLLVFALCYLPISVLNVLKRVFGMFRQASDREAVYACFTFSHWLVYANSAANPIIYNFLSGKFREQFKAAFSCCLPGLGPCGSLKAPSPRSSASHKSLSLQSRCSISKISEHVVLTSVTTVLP
CHT allo act: CHT positive allosteric modulators, primary screen, cell-based, membrane potential dye, choline EC20; AID 488977, 2010; High affinity choline transporter 1 (Homo sapiens), Q9GZV3; B-score at 10 µM; 310,000 tested, 0.49% active; CHT-expressing cells; active compounds read high; LV-AA mutant CHT in HEK293 cells;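 active means initial fluorescence not abnormally high and integrated response B-score, plate-corrected, over 3 SD above library mean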
Target sequence (Q9GZV3 whole entry, looked up): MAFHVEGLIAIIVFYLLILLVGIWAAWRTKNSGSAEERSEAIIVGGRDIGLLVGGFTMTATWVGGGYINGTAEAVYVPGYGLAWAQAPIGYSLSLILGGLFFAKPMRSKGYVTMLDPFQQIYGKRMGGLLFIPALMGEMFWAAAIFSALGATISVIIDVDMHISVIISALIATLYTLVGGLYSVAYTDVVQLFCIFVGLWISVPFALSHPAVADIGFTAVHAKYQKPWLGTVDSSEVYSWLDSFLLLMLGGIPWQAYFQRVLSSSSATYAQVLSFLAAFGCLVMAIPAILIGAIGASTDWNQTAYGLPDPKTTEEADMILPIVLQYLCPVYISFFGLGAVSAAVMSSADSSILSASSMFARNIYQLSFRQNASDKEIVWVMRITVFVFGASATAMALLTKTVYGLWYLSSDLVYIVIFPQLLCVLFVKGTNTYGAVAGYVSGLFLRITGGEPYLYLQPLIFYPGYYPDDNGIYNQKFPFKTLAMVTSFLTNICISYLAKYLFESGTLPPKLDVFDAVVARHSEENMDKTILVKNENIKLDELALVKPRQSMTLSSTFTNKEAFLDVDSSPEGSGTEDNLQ
OX1R antag-2: antagonists of human orexin 1 receptor (OX1R) | inhibition, % at 6.6 µM | Orexin/Hypocretin receptor type 1 (Homo sapiens), O43613 | OX1R-expressing cells, FRET antagonist read-out | 330,000 tested, 1.8% active | AID 485270, 2010; in the data active means inhibition mostly above about 38%, no sharp cut-off; inactive means mostly below about 40%;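 further: 0% = agonist challenge alone and 100% = reference antagonist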
* = called active by the depositor; i = inactive; . = not tested or not shown. Rows are unselected (roughly 2.5% active in at least one column).

SMILES	OX1R antag-1	CHT allo act	OX1R antag-2
Nc1nc(SCC(=O)Nc2cc(C(F)(F)F)ccc2N2CCOCC2)n[nH]1	-7.7	i	-0.2
Cc1ccc(N2CC(C(=O)NCCS(=O)(=O)N3CCN(c4ccccc4F)CC3)CC2=O)cc1 (stereo unspecified)	-29.8	i	1.6
Cc1ccc(NC(=O)CC2S/C(=N/N=C3\CCCc4ccccc43)NC2=O)cc1 (stereo unspecified)	2.6	i	24.4
CCN(CC)C(=O)C(C)OC(=O)COc1ccc(Cl)cc1C (stereo unspecified)	-17.7	i	6.8
Cc1[nH]n(-c2ccccc2)c(=O)c1N=Nc1c(O)cc(S(=O)(=O)N(C)C)c2ccccc12	8.5	i	40.0
CC(=O)Oc1ccc(NC(=O)Cc2ccccc2)c(C(=O)O)c1	-57.1	i	-13.6
COc1cc(NC(=S)N2CCCC(CO)C2)cc(OC)c1 (stereo unspecified)	-11.3	i	3.1
CCOC(=O)c1cc(C)n(Cc2ccc(OCC)c(OC)c2)c1C	-25.2	i	15.3
CCOC(=O)c1ccc(N2C(=O)C3C(C2=O)C(C(=O)c2ccc(Cl)cc2)N2CCCC32)cc1 (stereo unspecified)	-2.7	i	15.9
CCCCCC(O)(CCN1CCCCC1)c1ccc(OCC)cc1 (stereo unspecified)	-20.5	i	7.6
Cc1c(C(=O)NCCSCc2c(F)cccc2Cl)cnn1-c1ccc(Cl)cc1	-20.1	i	0.4
C[C@H]1CN(S(=O)(=O)c2ccc3c(c2)OCCO3)CCN1S(=O)(=O)c1c(F)cccc1F	8.6	.	14.1
CCOc1ccc(Br)cc1S(=O)(=O)NC1CCCC1	-6.8	.	2.7
CCN1C(=O)[C@H]2[C@@H](c3ccc(-c4ccc(C(C)=O)cc4)cc3)N3CCC[C@@]3(C(=O)OC)[C@H]2C1=O	0.1	i	17.4
Cc1ccc(S(=O)(=O)Oc2ccc(/C=N/NC(=O)c3c(Cl)cnn3C)cc2)cc1	-1.1	i	23.3
COc1ccc(/C=C2\Oc3cc(OCC(N)=O)ccc3C2=O)cc1OC	-12.6	6.24*	7.0
FC(F)(F)c1cc(CCN2CCNC[C@@H]2c2ccccc2)cc(C(F)(F)F)c1	-9.6	.	7.6
CCOc1ccc(C(=O)Nc2ccc(S(=O)(=O)N3CCOCC3)cc2)cc1OCC	-8.9	i	-2.6
Oc1ccccc1C=NCC(O)c1ccccc1 (stereo unspecified)	-9.0	i	5.5
COc1cc(C(=O)Nc2sc(C)c(C)c2C(=O)O)cc(OC)c1OC	-9.2	i	18.7
CN(C)/C=N/c1sc2c(c1C#N)CCC2	-12.8	i	16.5
CCOc1ccc(CCNC(=O)COC(=O)c2cccc(N(C)C)c2)cc1OCC	-4.3	i	20.3
CC(NC(=O)C1CCN(S(=O)(=O)c2cccs2)CC1)c1cccc(Cl)c1 (stereo unspecified)	-9.6	.	6.8
N/C(=N\OC(=O)CCc1ccccc1)c1cccc(Br)c1	-1.5	i	16.4
O=C(CCCCCN1C(=O)[C@@H]2Cc3ccccc3CN2C1=O)N[C@@H](Cc1ccc(O)cc1)C(=O)O	-5.8	i	6.4

The last 4 entries of the part above come first, to join the parts.
SMILES	OX1R antag-1	CHT allo act	OX1R antag-2
CCOc1ccc(CCNC(=O)COC(=O)c2cccc(N(C)C)c2)cc1OCC	-4.3	i	20.3
CC(NC(=O)C1CCN(S(=O)(=O)c2cccs2)CC1)c1cccc(Cl)c1 (stereo unspecified)	-9.6	.	6.8
N/C(=N\OC(=O)CCc1ccccc1)c1cccc(Br)c1	-1.5	i	16.4
O=C(CCCCCN1C(=O)[C@@H]2Cc3ccccc3CN2C1=O)N[C@@H](Cc1ccc(O)cc1)C(=O)O	-5.8	i	6.4
CNc1ccc(/C=C(\C#N)C(=O)Nc2ccccn2)cc1[N+](=O)[O-]	-1.0	i	51.9
O=c1c2c(n3nnnc3n1Cc1ccccc1)-c1ccccc1CC21CCCC1	-23.4	i	23.1
CC(C)C[C@@H]1NC(=O)N(CCCn2ccnc2)C1=O	-8.5	i	7.4
O=C(NNc1ccc(Cl)cc1)c1sccc1Cl	-17.3	i	8.6
COc1ccc(NC(=O)CN(C)C(=O)CN2C(=O)NC3(CCCC3)C2=O)cc1	-2.6	i	-3.0
COC(=O)C(C)Sc1nnc(Cc2cc(=O)[nH]c(=O)[nH]2)n1-c1cccc(OC)c1 (stereo unspecified)	-5.3	i	8.9
COc1ccc(N2CCN(C(=O)CCCSc3nc4ccccc4[nH]3)CC2)cc1	-27.3	i	0.3
Cc1ccc(NC(=O)O/N=C/c2ccc(Br)cc2)cc1	-1.7	i	22.4
CCn1c(=O)c2c(nc3n2CCS3)n(C)c1=O	7.7	i	0.3
CN(C)Cc1c(O)ccc2occ(C(=O)c3ccccc3)c12	-16.6	i	14.4
O=C1NC(c2ccccc2)=C(c2ccccc2)C1=O	2.9	i	12.2
OCC[C@H]1C[C@@H](O)[C@H](O)[C@]2(Cc3ccccc3CCO2)O1	-5.8	i	27.7
CCCOc1ncnc2c1[nH]c1ccccc12	-11.2	i	31.3
COc1cc([C@H]2[C@@H]3CCCC[C@]3(O)CCN2Cc2ccccc2F)ccc1O	-14.6	i	8.1
COC(=O)[C@H](CC(C)C)NS(=O)(=O)c1ccccc1	-5.8	i	6.3
CC(C)c1ccc(N(CC(=O)NCCc2ccccc2)C(=O)c2csnn2)cc1	-25.8	i	3.5
C=CCn1c(NC(=O)CC)c(C(=O)OCC)sc1=S	-2.3	i	9.4
Cc1ccc([C@@H]2CC=C(C(=O)O)[C@H](c3ccc(F)cc3)N2S(=O)(=O)c2ccccc2C)cc1	-0.2	.	57.5*
COc1ccccc1C(=O)NCCC(=O)NCC(c1ccco1)N1CCCC1 (stereo unspecified)	3.1	.	11.9
O=C1CS/C(=N\N=C\c2ccco2)N1c1ccccc1	-23.3	i	12.4
CCCn1cc(SCC(=O)NC2CCCC2)c2ccccc21	3.3	i	13.0
CCN(c1ccccc1)S(=O)(=O)c1ccc(Cl)c(C(=O)NCc2ccco2)c1	-24.8	.	18.1
CCN(CC)CC(O)COC(c1ccccc1)c1ccccc1 (stereo unspecified)	-21.0	i	5.7
CN(C(=O)CSc1nnc(-c2ccco2)n1N)C1CCCCC1	-5.8	i	10.8
CCOC(=O)C(Cc1ccc(NC(=O)/C(=C/c2ccc(OC(C)=O)cc2)NC(C)=O)cc1)N1C(=O)c2ccccc2C1=O (stereo unspecified)	-11.6	i	11.1

2 entries from above, with each value named:
COc1ccccc1C(=O)NCCC(=O)NCC(c1ccco1)N1CCCC1 (stereo unspecified)
  OX1R antag-1: 3.1; CHT allo act: .; OX1R antag-2: 11.9
O=C1CS/C(=N\N=C\c2ccco2)N1c1ccccc1
  OX1R antag-1: -23.3; CHT allo act: i; OX1R antag-2: 12.4

The listing continues.
SMILES	OX1R antag-1	CHT allo act	OX1R antag-2
O=C(NCCc1ccccc1)c1ccccc1F	3.6	i	4.6
COc1ccc(C(=O)Nc2nnc(SCC(=O)NC3CC3)s2)cc1	0.1	i	17.1
CCC(Cc1ccccc1)NS(=O)(=O)c1ccc2c(c1)NC(=O)CO2 (stereo unspecified)	-6.5	i	9.7
Cc1ccc(C(=O)Nc2ccc(N3CCOCC3)cc2)cc1S(=O)(=O)N1CCCCC1	-34.4	.	3.1
COc1cccc2[nH]c(C(=O)NCc3ccccc3)cc12	-27.8	i	-11.1
CCN(CC)c1nc2ccccc2c(N)c1-c1ccccc1	-21.3	i	22.8
CC(=O)c1cccc(N2C(=O)CC(N3CCN(S(=O)(=O)c4ccc(Cl)cc4)CC3)C2=O)c1 (stereo unspecified)	-20.5	.	9.9
CN(Cc1ccco1)C(=O)c1cc2c(s1)-c1ccc(Cl)cc1S(=O)(=O)C2	-16.3	i	8.9
O=C1CC(c2ccccc2Cl)c2c(sc3c(=O)[nH]c(CCl)nc23)N1 (stereo unspecified)	9.4	i	10.6
Cn1cnc(S(=O)(=O)N2CCc3ccccc32)c1	-2.3	i	13.0
CCOC(=O)CSc1ccc2ccccc2n1	-15.8	i	9.4
COc1cc(/C=C/C(=O)N2CCCC2)cc(OC)c1OC	-2.3	i	13.9
Cc1cc(C)cc(Nc2ncc3c(n2)CCCC3=O)c1	-22.5	i	11.6
CSc1nsc(SCC(=O)Nc2nc3ccccc3s2)n1	-22.9	i	22.4
O=C(O)CC1(CC(=O)Nc2cccc(C(F)(F)F)c2)CCCC1	7.5	i	16.6
O=C1OCc2ccc(NS(=O)(=O)c3ccc(C(F)(F)F)cc3)cc21	-25.8	i	3.0
CC(=Nc1cccc(O)c1)c1sc2ccccc2c1O	1.0	i	12.0
NS(=O)(=O)c1ccc(CNC(=O)c2cc(-c3cccnc3)nc3ccc(Cl)cc23)cc1	-7.4	i	18.5
CCOC(=O)c1c(C)c(-c2ccccc2)n(CC(=O)NCCCN(CC)CC)c1C	-22.9	i	7.9
COc1cc(NS(=O)(=O)c2ccc(N)cc2)nc(OC)n1	1.4	i	13.6
Cc1nc2sc3c(c2c(=O)o1)CCCC3	-6.9	i	8.6
O=C(COC(=O)c1ccc2c(=O)n3c(nc2c1)CCC3)Nc1ccccc1F	-20.8	i	20.3
Cc1ccc(S(=O)(=O)CCC(=O)OCC(=O)NCC(=O)Nc2cccc(C)c2C)cc1	-19.7	i	23.9
O=C(NCc1ccc(F)cc1)c1ccc(CS(=O)Cc2ccccc2Cl)o1 (stereo unspecified)	-26.3	i	18.7
NS(=O)(=O)c1cc(C(=O)O)cc(N2CCCC2)c1Oc1ccccc1	-8.7	i	16.3

Some of these compounds in order of their number in OX1R antag-2, low to high:
molecule	OX1R antag-1	OX1R antag-2
CCOC(=O)c1c(C)c(-c2ccccc2)n(CC(=O)NCCCN(CC)CC)c1C	-22.9	7.9
CC(=Nc1cccc(O)c1)c1sc2ccccc2c1O	1.0	12.0
NS(=O)(=O)c1ccc(CNC(=O)c2cc(-c3cccnc3)nc3ccc(Cl)cc23)cc1	-7.4	18.5
Cc1ccc(S(=O)(=O)CCC(=O)OCC(=O)NCC(=O)Nc2cccc(C)c2C)cc1	-19.7	23.9

Other structures:
SMILES	OX1R antag-1	CHT allo act	OX1R antag-2
Cc1ccc(SCCNS(C)(=O)=O)cc1	-26.5	i	20.5
Cc1cccc(NC(=O)CNC(=O)COc2cccnc2[N+](=O)[O-])c1C	-5.6	.	16.8
O=C1C2CCCN2C(c2cccc(F)c2)N1c1cccc(Cl)c1 (stereo unspecified)	-18.6	i	20.3
O=C(CSc1nc(O)c(Cc2ccccc2)c(=O)[nH]1)N1CCOCC1	-0.3	i	4.5
COCCN(CC(=O)Nc1cccc(C)c1C)C(=O)c1ccc(-n2cccn2)cc1	-18.3	.	0.8
CCOc1ccc(C2NC(=S)NC3=C2CCc2ccccc23)cc1 (stereo unspecified)	-14.7	i	0.9
COCCN(C(=O)COC(=O)c1ccccc1Cc1ccccc1)c1c(N)n(Cc2ccccc2)c(=O)[nH]c1=O	24.7	i	2.5
Cc1ccc(Cn2nc(C)cc2C(=O)Nc2ccccc2Cl)cc1	-41.0	i	7.1
CNC(=S)N(CCc1c(C)[nH]c2ccc(F)cc12)Cc1cccnc1	-17.9	i	-0.9
O=C(NC1CCCC1)c1ccc(CSc2nc3ccncc3n2Cc2ccc(F)cc2)cc1	-38.8	i	2.1
N#CC(c1ccccc1)N(CCCCl)C(=O)c1ccc(Br)cc1 (stereo unspecified)	-39.6	i	5.8
COc1cccc2sc(Nc3nc(C)c(C(C)=O)s3)nc12	-8.5	i	7.4
Cc1nc2ccccc2c2oc(C(=O)Nc3ccc4c(c3)OCCO4)cc12	-8.3	i	95.3*
O=S(=O)(c1ccccc1)c1nc(-c2cccs2)oc1NCc1cccnc1	-18.7	.	12.0
COc1ccc(-c2noc3c2-c2nc(-c4cccc(C)c4)sc2CC3)cc1	-49.6	i	36.9
O=C(Nc1ccccc1)c1cccc(N2C(=O)C3C4CC(C(Br)C4Br)C3C2=O)c1 (stereo unspecified)	-3.9	i	26.1
CC(C)(C)OC(=O)N1C[C@H](O)C[C@H]1C(=O)OCC(=O)c1ccc([N+](=O)[O-])cc1	-4.5	i	36.6*
Cc1nn(CC(=O)NCc2ccc(Cl)cc2)c(C)c1[N+](=O)[O-]	-3.0	i	31.7
O=C(Cc1c[nH]c2ccccc12)Nc1ccc(N2CCOCC2)cc1	-1.1	i	3.2
Cc1ccccc1OCC(=O)Nc1ccccc1-c1ccccc1NC(=O)COc1ccccc1C	-37.0	i	7.4
CCCNC(=O)C(=O)Nc1ccc(N(C)C)cc1	-0.1	i	6.4
COC(=O)c1ccc(COc2cccc(C)c2C)cc1	-10.1	i	23.8
C#CCOCCOCCOCCNc1nc(N2CCN(C(=O)Cn3cc(CCCN=C(N)N)nn3)CC2)nc(N2CCN(C(=O)[C@H]([C@@H](C)CC)n3cc(CCCCN)nn3)CC2)n1	1.5	i	6.7
Cc1ccc(CCNC(=O)c2ccc(CS(=O)(=O)Cc3ccc(F)cc3)o2)cc1	-22.2	i	9.0
COC(=O)NCC(c1cccnc1)N1CCN(c2ccccc2)CC1 (stereo unspecified)	-16.4	i	7.0
CCn1nc(C)cc1C(=O)N1CCCC(CCC(=O)NCc2ccccc2F)C1 (stereo unspecified)	-20.5	i	8.5
CCCCc1ccc(S(=O)(=O)N2CCN(C(=O)c3ccco3)CC2)cc1	-13.7	i	20.9
O=C(CCC(=O)N1CCN(c2ccccc2)CC1)Nc1nnc(C2CCCCC2)s1	-38.3	i	10.0
C=CCC1NS(=O)(=O)OC(CCc2ccccc2)C1O (stereo unspecified)	-10.0	i	12.1
